PostGolgi yeast: growth inhibition of a yeast mutant, post-Golgi transport screen; post-Golgi transport phenotypic cell assay; 0.9% of 98,000 active; inhibition, % at 10 µM;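 also: yeast cells grown in 1536-well plates; yeast grown about 18 h at 30C before absorbance read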
PostGolgi ctrl: growth of the yeast control strain, post-Golgi counter-screen. efflux-deficient yeast background strain, growth absorbance A615, 16 h. inhibition, % at 10 µM. AID 738. 5% of 98,000 active
hDAT+cocaine: human DAT dopamine uptake with cocaine, either direction; B-score at 10 µM; LLC-PK1 hDAT cells, [14C]-dopamine uptake with cocaine IC80; actives deviate in either direction; Q01959; 1.3% of 110,000 active;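 active = Z score or B-score, a plate-position-corrected score, falls beyond the plate's 99.7% confidence bounds, in either direction; inactive = both scores lie inside the 99.7% bounds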;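 also: scored against the spread of the other compound wells on the same plate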
Target sequence (Q01959 whole entry, looked up): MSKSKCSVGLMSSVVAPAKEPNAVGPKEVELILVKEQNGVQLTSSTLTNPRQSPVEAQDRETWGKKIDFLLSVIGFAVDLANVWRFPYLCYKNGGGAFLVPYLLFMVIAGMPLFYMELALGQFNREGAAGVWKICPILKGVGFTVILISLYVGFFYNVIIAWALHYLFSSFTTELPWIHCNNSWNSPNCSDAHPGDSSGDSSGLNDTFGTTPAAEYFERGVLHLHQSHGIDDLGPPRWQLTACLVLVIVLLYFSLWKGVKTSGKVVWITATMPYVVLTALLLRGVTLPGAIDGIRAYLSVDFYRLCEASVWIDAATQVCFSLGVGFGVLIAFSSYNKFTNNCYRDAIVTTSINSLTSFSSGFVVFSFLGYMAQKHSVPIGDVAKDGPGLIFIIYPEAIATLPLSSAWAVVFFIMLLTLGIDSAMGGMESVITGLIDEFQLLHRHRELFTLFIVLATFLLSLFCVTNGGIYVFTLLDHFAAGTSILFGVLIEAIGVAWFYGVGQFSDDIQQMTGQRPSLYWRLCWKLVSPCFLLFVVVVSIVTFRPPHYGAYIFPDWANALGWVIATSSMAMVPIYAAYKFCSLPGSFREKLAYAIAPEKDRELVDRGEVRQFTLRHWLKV
S1P2 ag: activates the human S1P2 receptor; O95136; S1P2-expressing cell line, agonist reporter read-out; activation, % at 4.5 µM; 0.46% of 97,000 active; in the data active = activation above about 16%;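 also: 0% = vehicle low control and 100% = maximal reference agonist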
Target sequence (O95136 whole entry, looked up): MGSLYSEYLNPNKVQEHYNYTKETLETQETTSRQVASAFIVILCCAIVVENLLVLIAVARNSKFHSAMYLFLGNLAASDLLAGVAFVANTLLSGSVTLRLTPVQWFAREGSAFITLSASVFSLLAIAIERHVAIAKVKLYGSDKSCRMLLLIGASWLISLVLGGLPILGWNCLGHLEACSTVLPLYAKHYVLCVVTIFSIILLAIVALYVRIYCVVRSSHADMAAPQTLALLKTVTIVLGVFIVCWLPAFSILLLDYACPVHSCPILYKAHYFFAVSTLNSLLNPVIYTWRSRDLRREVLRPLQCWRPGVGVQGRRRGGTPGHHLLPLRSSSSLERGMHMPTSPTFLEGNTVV
S1P2 antag: blocks the human S1P2 receptor. 0.21% of 97,000 active. cell-based S1P2 antagonist assay, inhibition at 5 uM. inhibition, % at 5 µM; in the data active = inhibition above about 45%;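 also: CRE beta-lactamase reporter cells expressing human S1P2 stimulated with S1P; 0% = agonist at EC80 alone and 100% = agonist plus reference antagonist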
H69AR inhibit: growth inhibitors of human H69AR lung tumor cells | 6% of 85,000 active | H69AR lung tumor viability, ATP luminescence, 72 h; stronger effect = lower value | viability, % at 10 µM;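 active = viability at or below 40%; inactive = viability above 40%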;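 also: multidrug resistant small cell line overexpressing MRP-1 efflux transporter; 100% = mean luminescence of untreated control wells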
E coli WT exp: blocks growth of wild type E. coli BW25113; OD600 absorbance; 0.15% of 98,000 active; growth inhibition, % at 100 µM;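 active = growth inhibition above about 50% at one test dose, limit read from the data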;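 also: growth measured after 20 h incubation at 37 °C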
Fibroblast inh: blocks proliferation of human lung fibroblasts | 1.1% of 85,000 active | AID 719 | viability, % at 10 µM | LL 47 human lung fibroblast viability, ATP luminescence; stronger effect = lower value;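 active = viability at or below 50% in the single dose screen; inactive = viability above 50%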;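 also: compound exposure lasted 72 h before the ATP readout; 100% = median luminescence of untreated cell-only wells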
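test system = LL 47 human lung fibroblasts | amount = 1,150 fibroblasts seeded per well | medium = 15% FBS in IMEM | times = overnight cell rest, 72 h compound treatment at 37 °C | measured by = CellTiter-Glo luminescence measuring cellular ATP | read-out = viability percentage against median untreated-cell control | benchmarks = cell-only wells, no compound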
HUVEC inhibit: blocks proliferation of human endothelial cells | HUVEC proliferation, CellTiter-Glo luminescence, 72 h; stronger effect = lower value | viability, % at 10 µM (by protocol) | 1.1% of 86,000 active;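 active = viability at or below 30%; inactive = viability above 30%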;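 also: 100% = median luminescence of DMSO-only cell control wells on each plate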
The depositor's hits bear a star; x = not tested or not shown. Rule as the data show it, unless noted: active = inhibition above about 30%; inactive = the rest.

no.	SMILES	E coli WT exp	PostGolgi yeast	H69AR inhibit	S1P2 antag	HUVEC inhibit	Fibroblast inh	hDAT+cocaine	S1P2 ag	PostGolgi ctrl
1	O=C(Nc1ccc(-c2nnc(-c3ccccc3)o2)cc1)C1CCCO1 (configuration not stated)	3	-2	86	0	97	113	-1	-2	5
2	Cc1ccc(-n2nnnc2SCc2nnc(-c3ccccc3Br)o2)c(C)c1	-8	-1	97	x	95	101	-0.83	x	47*
3	CCOc1ccc(C(=O)Nc2ccncc2)cc1	0	4	105	-1	99	104	-0.56	-13	0
4	CC(=O)c1cc2c(cc1NC(=O)CN1CCN(c3ccc(F)cc3)CC1)OCO2	-5	2	75	10	83	93	-1.8	-5	14
5	CC(=O)NCCC(Cc1ccccc1)c1ccco1 (configuration not stated)	-6	-2	96	-3	101	99	-0.31	-3	-2
6	CC(C)CC(C(=O)NCC1CCCO1)N(C(=O)Cn1nnc(-c2ccc(F)cc2)n1)c1ccccc1F (configuration not stated)	2	0	x	10	x	x	2.6	-4	14
7	O=c1[nH]c(=O)n([C@H]2C[C@H](O)[C@@H](CO)O2)cc1F	x	x	15*	x	62	80	0.022	x	x
8	Cc1[nH]c2ccc(Br)cc2c(=O)c1CN1CCCCC1	10	-9	92	20	91	98	-0.065	0	1
9	COc1cc(C(=O)NCc2ccc(-c3nc4ccccc4o3)cc2)cc(OC)c1OC	-12	5	64	-9	38	45*	-1.4	-4	4
10	CCOC(=O)c1c(C(C#N)C#N)cc(C)nc1C	-2	-11	95	22	85	97	-1.2	-6	1
11	CCn1cc(Br)c(C(=O)N(C)Cc2ccccc2)n1	2	-1	85	14	96	95	-1.3	-5	0
12	CCCCSc1nc(C)cc(C)c1S(=O)(=O)c1ccccc1C	2	0	x	10	x	x	0.37	1	14
13	CCOCCCNC(=O)c1ccc(Br)cc1	11	4	94	8	100	101	0.05	-4	-3
14	Cc1n[nH]c(=S)c2nn(-c3cccc(Cl)c3)c(C)c12	-2	0	x	-9	x	x	x	-4	-1
15	CCOc1ccc(C(=O)Nc2cc(C)on2)cc1OCC	0	14	92	-17	103	105	0.53	-1	1
16	COc1cc(C(=O)Nc2ccc(S(=O)(=O)N3CCc4ccccc43)cc2)cc(OC)c1OC	-17	0	40	7	64	84	1.4	-8	4
17	CC(C)OCCCNC(=O)c1cccs1	9	0	95	-15	108	109	-1	-8	32*
18	CCOC(=O)C1CCCN(C(=O)c2ccc(C)cc2O)C1 (configuration not stated)	-1	-7	x	-5	x	x	-0.55	-3	11
19	COc1ccc(C(=O)/C=C/Nc2ccc([N+](=O)[O-])cc2C)cc1OC	-1	3	x	-10	x	x	1.4	-6	12
20	N#Cc1c(C(F)(F)F)cc(C2CC2)[nH]c1=O	-6	-1	103	x	95	102	-0.34	x	5
21	O=C(OCN1C(=O)c2ccccc2C1=O)c1cccs1	-3	-1	101	8	100	103	0.13	-1	-1
22	COC(=O)[C@H](CCSC)NC(=O)NCc1ccccn1	-3	6	96	0	104	107	-0.023	-7	1
23	O=C(O)c1ccccc1NCc1ccncc1	-1	-2	x	16	x	x	0.56	-8	0
24	Cn1cccc1C1(C(F)(F)F)NCCNC1=O (configuration not stated)	-2	-2	100	x	94	78	-0.54	x	48*
25	CC(=O)c1cccc(NC(=O)N2CCCC2C(=O)NCc2ccc(F)cc2)c1 (configuration not stated)	-7	2	90	22	98	102	2	-5	4
26	COCC(=O)NC1CCN(C(=O)Nc2ccc(Br)cc2)CC1	-2	-4	91	13	84	101	0.57	-1	8
27	CC(Sc1ncnc2ccccc12)C(=O)Nc1ccc2c(c1)OCO2 (configuration not stated)	-7	1	74	-18	90	97	0.014	2	5
28	CC(C)n1ncc(C(N)=O)c1N	-11	12	103	12	100	104	-1.5	-6	9
29	N#Cc1cccc(NC(=O)CCn2ccnc2)c1	8	3	91	-6	93	106	-1.2	-4	-8
30	CC1CCN(c2nc(-c3ccco3)c3c(c2C#N)CC(C)(C)OC3)CC1	2	3	52	x	79	90	-1.6	x	14
31	Cc1cnn(CCC(=O)NNC(=S)Nc2ccc(F)cc2)c1	14	3	x	-3	x	x	-0.027	-4	-8
32	CCc1nnc(NC(=O)CSc2nnc(-c3ccco3)n2C)s1	4	12	110	6	90	100	0.34	-6	2
33	CCOC(=O)N1CCC(n2c(SCC(=O)OCc3ccccc3)nc3ccsc3c2=O)CC1	-7	-7	63	-10	82	90	0.54	-8	9
34	O=C(O)c1ccc(NC(=O)C2CCCCC2)cc1	-4	9	99	-35	102	91	0.0097	-2	0
35	CCOC(=O)N1CCN(C(c2ccc(C(C)C)cc2)c2sc3nc(C)nn3c2O)CC1 (configuration not stated)	-1	2	103	x	113	103	1.6	x	5
36	CCOc1ccccc1-n1c(SCC(N)=O)nnc1-c1cccnc1	-1	-9	x	x	x	x	0.45	x	-8
37	Cc1nc2ccc(S(=O)(=O)NCC(=O)NCCN3CCCCC3C)cc2s1 (configuration not stated)	3	6	92	-10	99	108	-1.6	0	8
38	O=C(C1CC(c2ccc(F)cc2)=NO1)N1CCc2ccccc2C1 (configuration not stated)	-6	9	97	-6	100	94	0.61	-6	13
39	CC12CCC(C(=O)N3CCN(C(=O)C45CCC(C)(C(=O)O4)C5(C)C)CC3)(OC1=O)C2(C)C	x	x	80	-4	92	101	x	-6	x
40	COC(=O)c1onc(C(=O)c2ccccc2)c1C(=O)OC	-8	5	95	-11	91	101	-0.51	-3	1
41	COc1ccc(C2C3=C(CC(C)(C)CC3=O)Nc3c2c(=O)[nH]c2nc(C)nn32)cc1 (configuration not stated)	2	-2	x	-4	95	110	1	-7	-4
42	Cn1c(=N)c(S(=O)(=O)c2ccccc2)cc2c(=O)n3ccccc3nc21	1	1	60	-57	105	87	-0.018	22*	5
43	CCCOc1cccc(C(=O)O)c1	-8	3	97	x	102	95	-1	x	-3
44	O=S(=O)(N1CCOCC1)n1c(Cc2ccccc2)nc2ccccc21	8	-6	87	2	92	89	0.12	0	8
45	CC(=O)Nc1ccc(Nc2ncc([N+](=O)[O-])c(Nc3ccc(NC(C)=O)cc3)n2)cc1	2	-4	x	13	x	x	x	-1	15
46	COc1ccc(-c2nnc(SCC(=O)NC(C)C)n2CC2CCCO2)cc1OC (configuration not stated)	-7	-1	102	x	110	94	-0.18	x	1
47	CCOC(=O)CN1NC2(CCCC(C)C2)NC1=S (configuration not stated)	-2	0	89	-19	90	97	-0.14	1	-7
48	COc1cc(NC(=S)Nc2cccnc2)cc(OC)c1OC	-5	1	x	10	x	x	-0.11	-7	7
49	CC(=C\C(=O)O)/C(=C/c1ccccc1)C(=O)O	4	0	x	10	x	x	-0.5	-1	2
50	COc1cc(-n2c(C)nc3cc(C(=O)NCCN4CCOCC4)ccc32)cc(OC)c1OC	-2	3	x	-5	x	x	-1.1	-3	6
51	O=S(=O)(Nc1ccc(-c2csc(-c3ccccc3)n2)cc1)c1ccc(F)cc1	-6	2	x	17	x	x	-0.77	-6	25
52	CCOc1ccc(NC(=O)CSC2=C(C#N)C(c3ccc4c(c3)OCO4)CC(=O)N2)cc1 (configuration not stated)	-4	-1	84	9	96	96	-0.27	-3	-2
53	CCC(C)(C)n1nnnc1C(c1ccc2ncccc2c1)N1CCN(Cc2ccc3c(c2)OCO3)CC1 (configuration not stated)	10	0	83	1	110	99	1.6	-5	3
54	CC(C)(C)NS(=O)(=O)c1ccc(CCC(=O)NCc2ccc3c(c2)OCO3)cc1	x	x	98	-41	90	98	2.6	-2	x
55	N#CCC1c2ccccc2CCN1C(=O)Nc1cccc(C(F)(F)F)c1 (configuration not stated)	-6	-3	x	10	x	x	0.25	-6	10
56	Cc1cc(NC(=O)CCC(=O)N(Cc2cccs2)C(C(=O)NC2CCCC2)c2ccccc2)no1 (configuration not stated)	x	x	93	-2	101	99	0.089	-5	x
57	COC(=O)c1cnn2c(C(F)(F)F)cc(-c3ccco3)nc12	-1	6	82	-28	84	94	0.76	-2	6
58	CC(NC(=O)C(=O)NN=C1CCCCCCCCCCC1)c1ccccc1 (configuration not stated)	-1	-7	x	5	x	x	-1.2	-6	-4
59	CC(C)C(C)NC(=O)COc1ncnc2ccccc12 (configuration not stated)	-1	0	x	12	x	x	0.2	-4	27
60	CCCCSc1nc(C)c(CC(=O)O)c(=O)[nH]1	-14	-1	96	x	101	103	-1.4	x	5

Grouped by structure: the compounds so far with a nitro group on carbon (2)
no.	SMILES	E coli WT exp	PostGolgi yeast	H69AR inhibit	S1P2 antag	HUVEC inhibit	Fibroblast inh	hDAT+cocaine	S1P2 ag	PostGolgi ctrl
19	COc1ccc(C(=O)/C=C/Nc2ccc([N+](=O)[O-])cc2C)cc1OC	-1	3	x	-10	x	x	1.4	-6	12
45	CC(=O)Nc1ccc(Nc2ncc([N+](=O)[O-])c(Nc3ccc(NC(C)=O)cc3)n2)cc1	2	-4	x	13	x	x	x	-1	15

(continued)
no.	SMILES	E coli WT exp	PostGolgi yeast	H69AR inhibit	S1P2 antag	HUVEC inhibit	Fibroblast inh	hDAT+cocaine	S1P2 ag	PostGolgi ctrl
61	CC(C)CNc1nc(=S)nc(N(C)C)[nH]1	12	1	x	18	x	x	-0.9	-3	5
62	COc1cc(-c2nnc(SCC(=O)N3c4ccccc4Sc4ccccc43)o2)cc(OC)c1OC	x	x	78	-4	78	88	1.7	-4	x
63	COc1ccc(-n2nnnc2SCC(=O)NC(=O)Nc2ccc3c(c2)OCCO3)cc1	-1	-13	84	-10	81	91	0.76	-1	21
64	CC1(C)N([O-])C(c2cccs2)=C[N+]1=O	5	3	84	-5	99	102	-0.25	-6	6
65	Cc1ccccc1Nc1nnc(SCc2cc([N+](=O)[O-])cc3c2OCOC3)s1	-8	3	x	3	x	x	1.9	-3	28
66	O=C(CN1C(=O)COc2ccccc21)NCCC1=CCCCC1	-1	-7	103	x	92	91	1.3	x	0
67	Cc1sc2c(=O)n3c(nc2c1C(=O)NC1CCCCC1)CCCCC3	-9	20	39*	5	89	95	2.2	-1	25
68	c1ccc(-c2nc(N3CCN(c4ccccc4)CC3)nc(-n3ccnc3)n2)cc1	-17	5	63	-10	88	93	-1.4	-6	54*
69	N#CCc1ccc(NC(=O)Nc2cccc(Cl)c2)cc1	2	-1	78	19	77	100	0.037	-2	31*

Screening results as filed in PubChem BioAssay.
